# GSIS activator: GLuc luminescence reporter in INS-1E cells, primary screen for activators of glucose-dependent secretion of insulin | INS-1E GLuc reporter insulin secretion, 2-3 h | activation, % at 16.6 µM | hit rate 0.61% among 370,000 | AID 743287, 2014;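 active means lowest replicate activation of at least 40%, so every replicate reaches that level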;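 further: 0% = median of neutral control wells and 100% = median of IBMX positive control wells; some compounds called inactive have numbers as strong as hits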
# PglD DTNB: C. jejuni PglD acetyltransferase inhibitors, primary screen, biochemical, DTNB colorimetric, single point; purified PglD enzyme, DTNB colorimetric CoA detection; inhibition, % at 12.5 µM; hit rate 0.098% among 360,000; AID 602405, 2012; in the data active means inhibition above about 16%, passing the limit was not always enough; further: strong numbers were not always called active
# C2C12 statin: suppressors of statin myotoxicity in C2C12 myotubes, primary screen, cell-based, single point, plate reader | hit rate 0.78% among 330,000 | AID 602340, 2012 | C2C12 myotubes + simvastatin, ATP luminescence, 48 h; scaled: DMSO 0, geranylgeraniol control 100 | rescue of ATP level, % at 7.49 µM;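 active means mean ATP rescue above about 67%, or every replicate alone reaching that limit, limit read from the data, passing the limit was not always enough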;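 further: myotubes were challenged with 10 µM simvastatin during compound exposure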
# Cneo AK release: Cryptococcus neoformans cell lysis inducers, primary screen, AK release luminescence, single concentration; AID 651654, 2012; hit rate 0.2% among 360,000; lysis activity, % at 15 µM; C. neoformans lysis, adenylate kinase release luminescence, 4 h; normalised: neutral wells 0, clomiphene wells 100;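 active means mean lysis activity across replicates of at least 80%, whatever share of replicates individually reach that level; inactive means mean lysis activity below 80%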
#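 Assay system: log-phase C. neoformans yeast / Quantity: yeast cell density of 5 × 10^6 cells/mL / Medium: fresh YPD growth medium / Compound: single dose / Timing: static 4 h at 37 °C with compound, 1 h detection / Measured by: adenylate kinase release luminescence / Read-out: lysis from increased AK signal / Benchmarks: Clomiphene as positive lysis control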
# F508del corr: F508del CFTR correction, initial screen, CFBE line, single point | CFBE cells, YFP halide quenching; stimulated with forskolin plus potentiator P3; % fluorescence drop versus neutral controls | activity (quench increase), % at 7.58 µM | hit rate 0.36% among 350,000 | AID 720511, 2013;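 active means mean added fluorescence quench of at least 8% versus neutral control, with both replicates also reaching 8%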;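 further: cells transiently co-express mutant CFTR-F508del with the halide-sensitive YFP; corrector assay measuring rescue of mutant channel to the surface after 24 h compound exposure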
# miR122 inh: miR-122 Renilla sensor signal increase in Huh7, primary screen, miR-122 inhibitor project, cell-based, single point, plate reader. activation (reporter increase), % at 12.5 µM. Huh7 miR-122 Renilla luciferase sensor, 48 h; neutral wells = 0, positive control = 100. hit rate 0.3% among 340,000;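 active means mean replicate activation score at least 90 and every replicate individually at or above 90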;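 further: higher luciferase means less miR-122 activity so hits act as miR-122 inhibitors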
# PGC1a acetyl inh: inhibitors of PGC1a acetylation signal, primary screen, cell-based, U2OS, AlphaScreen, inhibitor mode. hit rate 0.17% among 350,000. AID 651687, 2012. AlphaScreen anti-acetyl-lysine; with virally co-expressed GCN5 acetyltransferase. inhibition, % at 15.6 µM;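 active means every replicate shows inhibition of at least 40%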;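 further: 0% = neutral control wells and 100% = positive control wells; some results beyond the cut were filed as inactive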
# FN deposit inh: inhibitors of fibronectin matrix deposition, primary screen, AH1F cells, Alexa488-fibronectin fluorescence, plate reader. hit rate 0.086% among 350,000. inhibition, % at 12.6 µM. AH1F fibroblasts, overnight;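 active means mean inhibition across replicates of 30% or more, regardless of how many single replicates reach that level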;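 further: positive control wells lacked labelled fibronectin entirely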
#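 Material: AH1F fibroblast monolayer depositing Alexa488-labelled fibronectin into matrix / Amount: 10000 AH1F cells per well / Signal: fluorescence 485/525 nm / Medium: DMEM, 2% serum / Compound: single dose, pinned / Incubation: 1 h cell adhesion before compound, then overnight fibronectin incubation / Reagent: Alexa488-FN, 24 nM final / Read-out: inhibition of fibronectin deposition signal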
# Active calls of the source: *; . = no result given; & = joins results of further samples; [ ] = another dose, or the depositor's remark.
SMILES,GSIS activator,PglD DTNB,C2C12 statin,Cneo AK release,F508del corr,miR122 inh,PGC1a acetyl inh,FN deposit inh
C[C@H]1CCCCO[C@@H](CN(C)C(=O)NC2CCCCC2)[C@@H](C)CN([C@@H](C)CO)C(=O)c2cc(NC(=O)c3ccccc3)ccc2O1,-12,-1,.,-2,3.6,3[16.7 µM],0,9
CCN(CC(=O)NCc1ccc(F)cc1)c1ccc(S(C)(=O)=O)cc1[N+](=O)[O-],13,.,-2,1,-0.5,-5,9,-19
C[C@H](CO)N1C[C@H](C)[C@@H](CN(C)C(=O)Cc2ccccc2)Oc2ncc(C#CC3(O)CCCC3)cc2C1=O,-5,-3,-6,-2,-0.2,3[16.7 µM],7,.
COc1ccc(OC)c(NC2=NC3(CCCC3)N=C(N)N2)c1,-9,1,1,0,.,8,3,-2
CC(=O)N1c2ccc(S(=O)(=O)N3CCCCC3)cc2CC1C (stereo not drawn),17,0,3,3,1.3,.,.,8
O=C(c1cccc(F)c1)N1CCC(O)(c2cccnc2)CC1,.,0,9,1,.,.,-2,-30
c1ccc(CN2CCN(CCOCCOc3ccc4c(c3)CCC4)CC2)cc1,-13,.,.,.,7.5,2,18,4
C[C@H](CO)N1C[C@H](C)[C@@H](CN(C)C(=O)Cc2ccccc2)OCCCC[C@H](C)Oc2ccc(NS(=O)(=O)c3ccccc3)cc2C1=O,-20,4,.,42,-0.3,6[16.7 µM],2,-2
C[C@H](O)C#Cc1ccc2c(c1)O[C@@H](CN(C)Cc1ccc(-c3ccccc3)cc1)[C@H](C)CN([C@H](C)CO)S2(=O)=O,-2,1,-60,-5,2.0,-45[16.7 µM],7,.
Cc1nn(CC(=O)c2ccc(Br)s2)c(C)c1[N+](=O)[O-],1,-3,.,3,-1.9,1,-10,-2
CCN(CC)c1ccc(C=O)c(OC)c1,0,0,2,1,-0.8,-2,4,-5
COCC(=O)N(C[C@H]1[C@H](c2ccccc2)[C@H](CO)N1C(=O)NC(C)C)C(C)C,4,1,-11,-2,1.5,25[16.7 µM],6,3
CCc1cc2c(COC(=O)CCNS(=O)(=O)c3cccc(C(F)(F)F)c3)cc(=O)oc2cc1O,.,-2,1,3,2.3,11,1,-1
O=C(NNC(=O)C1CC(c2cccs2)=NO1)Nc1ccc(Cl)cc1 (stereo not drawn),2,-5,-3,-2,3.0,-4,.,1
O=c1oc(-c2cccc(C(F)(F)F)c2)nn1-c1ccc(C(F)(F)F)cn1,-33,-6,-2,6,0.9,8,2,-8
Cc1ccc(CN2CC(=O)N3[C@H](CO)[C@H](c4ccc(-c5ccccc5F)cc4)[C@@H]3C2)cc1,-11,.,.,.,-0.4,.,8,-6
COc1ccccc1CNC(=O)CCCNC(=O)Cn1cnc2sc(C)c(C)c2c1=O,13,-3,13,1,1.7,0,-5,0
CCCNC(=O)N1C[C@@H]2[C@H](c3ccccc31)[C@@H](CO)N2CC1CCCCC1,-3,7,6,4,-0.4,-7[16.7 µM],-6,5
Cc1ccc(NC(=O)CN(C)CC(=O)NC2CCCc3ccccc32)cc1 (stereo not drawn),-40,.,4,.,1.4,-4,-2,0
CC(C)(C)c1cc(CCC(=O)NCCc2ccccn2)cc(C(C)(C)C)c1O,-38,1,-6,2,-1.5,0,-10,3
N#C[C@@H]1[C@@H](c2ccc(-c3cccc(F)c3)cc2)[C@@H](CO)N1C(=O)NC1CCCC1,-21,-4,13,1,0.5,.,3,-1
CCn1cc(Br)c(C(=O)Nc2cccc(SC)c2)n1,.,5,-21,2,.,7,-10,.
COCCN(C(=S)Nc1cccc(Cl)c1C)C(C)c1ccco1 (stereo not drawn),.,7,7,-3,-0.5,-3,-4,-1
CC(C)(C)c1ccc(OCC(O)CN2CCc3ccccc3C2)cc1 (stereo not drawn),10,9,-27,-4,-3.6,-4,3,25
COc1ccc(CN(C(=O)c2oc3ccc(F)cc3c2C)C2CCS(=O)(=O)C2)cc1 (stereo not drawn),-4,0,-5,2,-0.4,.,.,2
COC(=O)c1ccc(NC(=O)C2CCN(C(=O)Nc3ccccc3)CC2)cc1,-24,2,-2,0,-0.1,-2,13,-9
COc1ccc(-c2cn3ccsc3n2)cc1,.,-1,-8,-2,.,3,-5,.
CC(C)CNC(=O)C(=O)NCC(c1ccc2c(c1)OCO2)N1CCOCC1 (stereo not drawn),-1,6,1,1,4.7,-5,5,9
O=c1cc(CN2CCCc3ccccc32)nc2sccn12,2,7,1,16,-1.2,8,17,-7
CCOC(=O)C1(Cc2cccc(Cl)c2)CCCN(C(=O)c2ccco2)C1 (stereo not drawn),26,6,8,-5,-3.1,-3,18,6

# Overlap with the part before: 6 entries; new compounds follow.
SMILES,GSIS activator,PglD DTNB,C2C12 statin,Cneo AK release,F508del corr,miR122 inh,PGC1a acetyl inh,FN deposit inh
COc1ccc(CN(C(=O)c2oc3ccc(F)cc3c2C)C2CCS(=O)(=O)C2)cc1 (stereo not drawn),-4,0,-5,2,-0.4,.,.,2
COC(=O)c1ccc(NC(=O)C2CCN(C(=O)Nc3ccccc3)CC2)cc1,-24,2,-2,0,-0.1,-2,13,-9
COc1ccc(-c2cn3ccsc3n2)cc1,.,-1,-8,-2,.,3,-5,.
CC(C)CNC(=O)C(=O)NCC(c1ccc2c(c1)OCO2)N1CCOCC1 (stereo not drawn),-1,6,1,1,4.7,-5,5,9
O=c1cc(CN2CCCc3ccccc32)nc2sccn12,2,7,1,16,-1.2,8,17,-7
CCOC(=O)C1(Cc2cccc(Cl)c2)CCCN(C(=O)c2ccco2)C1 (stereo not drawn),26,6,8,-5,-3.1,-3,18,6
CCOC(=O)N1CCC(NCCNC(=O)c2ccccc2)CC1,4,-1&0,8&9,-1&-2,0.7,0&3,5&-5,-1&-4
CCCN(C)C[C@H]1OCCCC[C@H](C)Oc2ccc(NC(=O)CCCN(C)C)cc2C(=O)N([C@H](C)CO)C[C@@H]1C,28,.,-3,.,-0.6,2[16.7 µM],0,-4
Cc1ccc(N(C)C(=O)C2CCCN2S(=O)(=O)c2ccc3c(c2)n(C)c(=O)c(=O)n3C)cc1 (stereo not drawn),-3,8,12,3,1.6,-5,20,-16
CN(C)C(=O)[C@H]1[C@H](CO)[C@H]2Cn3c(ccc(C4=CCCC4)c3=O)[C@@H]1N2CC1CCOCC1,6,4,22,-1,.,.,.,.
Cc1ccccc1N(C(=O)Cn1nnc(-c2ccc(F)cc2)n1)C(C(=O)NC(C)(C)C)c1ccncc1 (stereo not drawn),21,5,-7,3,0.3,1,-17,-4
CC(C)NC(=O)Nc1cccc2c1O[C@@H](CN(C)S(=O)(=O)c1ccc(Cl)cc1)[C@@H](C)CN([C@H](C)CO)C2=O,2,0,-5,1,-3.5,-6[16.7 µM],-2,.
Cc1cccc(CN2CCN([C@H]3CS(=O)(=O)N[C@@H]3COCc3ccccc3)CC2)c1,-27,-3,-3,2,-2.8,-3,8,.
COc1ccccc1CN1[C@@H](CO)[C@@H]2c3ccccc3N(C(=O)c3ccc(F)cc3)C[C@@H]21,2,1,29,-1,-1.7,17[16.7 µM],-28,.
COc1cccc(C#CC2=CC(=O)C[C@H](c3ccc(F)cc3)C2)c1,-5,-2,0,-5,-3.4,-3,4,4
O=C(c1ccc(Cl)c(S(=O)(=O)N2CCCCCC2)c1)N1CCCC(C(F)(F)F)C1 (stereo not drawn),-25,-1,-9,0,-3.1,7,-4,-12
CCOC(=O)c1ccc(-c2cccc(-c3cc(=O)oc4cc(OC)cc(OC)c34)c2)cc1,.,-1,30,1,.,-6,2,.
CC(C)CC(OC(=O)c1ccc(Cl)nc1)C(=O)NC1CCCC1 (stereo not drawn),1,9,27,-3,-1.2,.,.,2
Cc1cccc(-n2ccc(=O)c(C(=O)O)n2)c1,26,1,6,0,-3.4,.,-1,2
CC1CC1C(=O)Nc1nc2ccc(S(C)(=O)=O)cc2s1 (stereo not drawn),8,-2,-11,3,1.7,.,.,9
O=C(COC(=O)/C=C/c1ccc(S(=O)(=O)N2CCOCC2)cc1)NCc1ccccc1,-7,.,10,-3,-1.5,-8,12,-1
O=C1/C(=C/c2cccc(O)c2)SC(=S)N1CC1CCCO1 (stereo not drawn),27,3,21,-1,1.6,-8,17,6
Cc1ccccc1C(=O)Nc1c(C(=O)N2CCCC2)cnn1-c1ccccc1,8,-1,61,-1,1.6,-3,-2,.
CCOc1ncccc1C(=O)Nc1c(C)n(C)n(-c2ccccc2)c1=O,1,-6,-4,0,-0.8,-2,-1,3
Brc1ccc(-c2nn[nH]n2)cc1,10,-1,-6,-3,0.8,-4,-3,0
C[C@@H]1CCCCO[C@H](CN(C)S(=O)(=O)c2ccc(Cl)cc2)[C@H](C)CN([C@H](C)CO)C(=O)c2cc(NS(=O)(=O)c3cn(C)cn3)ccc2O1,-26,5,.,3,1.6,-5[16.7 µM],0,.
S=C(NCc1ccco1)N1CCN(C(c2ccccc2)c2ccccc2)CC1,7,-5,86*,8,.,6,-4,.
O=C(CN1CCN(Cc2cccc(Cl)c2)C1=O)NCC1CCCO1 (stereo not drawn),2,-5,0,1,2.0,-11,4,11
O=C(C[C@H]1CC[C@H](NC(=O)c2cccc(F)c2)[C@H](CO)O1)Nc1nccs1,9,1,3,15,-2.3,.,-9,2
CCn1c(CC(=O)Nc2ccccc2F)nnc1SCC(=O)NC1CCCCC1,.,3,20,-1,4.8,.,.,6
CCC1CCCCN1CCNS(=O)(=O)c1ccc2c(c1)CCN2C(C)=O (stereo not drawn),.,2,11,-1,.,-3,-3,-7
CCCC(=O)Nc1ccc2c(c1)C(=O)N(C)[C@@H]1CC[C@@H](CC(=O)N3CCc4ccccc4C3)O[C@H]1CO2,-1,6,-2,-6,-0.8,0[16.7 µM],1,-12
CN(C)C(=O)[C@H]1[C@H](CO)[C@H]2Cn3c(ccc(C4=CCCC4)c3=O)[C@@H]1N2S(=O)(=O)c1cn(C)cn1,-6,2,-12,-1,.,.,.,-20
Cc1ccc(S(=O)(=O)Nc2cccc3c2O[C@H](CN(C)S(=O)(=O)c2ccc(C)cc2)[C@@H](C)CN([C@@H](C)CO)C3=O)cc1,21,-4,6,0,0.8,15[16.7 µM],16,.
O=C(CC(=O)Nc1cccc(Cl)c1)N/N=C\c1ccccc1,.,-5,.,3,-0.3,-8,5,5
CCCc1cc(C(=O)Nc2ccc(C)cc2)no1,.,-5,5,-2,-5.2,-2,5,4
CC(=O)C1=C(C)OC(N)=C(C#N)C1c1cccc2ccccc12 (stereo not drawn),-9,.,7,.,.,.,-1,2
CCN(CC(=O)Nc1c(F)cccc1F)C(=O)CCOc1ccccc1,0,5,4,-1,-0.2,.,.,4

# Source: PubChem BioAssay
